H9c2 TAG inh = inhibitors of triacylglycerol accumulation; H9c2 cells, Nile Red lipid (TAG) fluorescence; cells loaded with 200 µM oleic acid; inhibition, % at 12.5 µM; hit rate 0.66% among 230,000; AID 651582;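 active = pattern-corrected inhibition of lipid staining of at least 50% with the nuclear-stain viability signal not falling by more than 50%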;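 also: 0% = DMSO wells and 100% = triacsin C control wells; some results filed as inactive read as strong as hits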
H9c2 TAG inh DAPI viability = second read-out of H9c2 TAG inh, no call of its own (marks repeat the call); DAPI nuclei signal change (viability), lower = more cytotoxic, %;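 whole-well DAPI fluorescence read on a plate reader as a viability signal; minus 50 percent equals half of cells still viable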
Numbers without * were called inactive. Some of the compounds tested; count on the stated rates, not on these rows.

Values in the order – H9c2 TAG inh, H9c2 TAG inh DAPI viability
> CCN(Cc1ccccc1)S(=O)(=O)c1cc(C(=O)O)ccc1OC
  5.6, -3.4
> C[C@@H]1CN([C@H](C)CO)C(=O)c2cc(NC(=O)Nc3ccc(F)cc3)ccc2O[C@@H](C)CCCCO[C@H]1CN(C)S(=O)(=O)c1cccs1
  19.6, -8.9
> C=CCNC(=O)CN1CCC(n2c(C)nc3cc(C(F)(F)F)ccc32)CC1
  -3.6, -1.8
> CCC(CC)NC(=O)c1cc(OC)c(OC)cc1[N+](=O)[O-]
  -1.1, 3.5
> Cc1ccc(NC(=O)c2ccc(S(=O)(=O)N3CCOCC3)cc2)nc1
  -1.4, -1.7
> COc1cccc(NC(=O)CN(C)C(=O)c2cccc(NS(=O)(=O)c3ccccc3)c2)c1
  -2.4, 3.0
> CC(Sc1nc(-c2ccccc2)c(-c2ccccc2)[nH]1)C(=O)NCC1CCCO1 (stereo not drawn)
  12.4, 6.4
> O=C(NCc1ccco1)NC12CC3CC(CC(C3)C1)C2
  -2.1, -1.3
> O=C(Cc1ccccc1)NNc1c2ccccc2nc2ccccc12
  -15.3, 5.2
> CCN(CC)CCn1c2c(c(SCC(=O)Nc3nc4ccccc4s3)nc1=O)CCCC2
  11.7, 17.0
> CN(C)C(=S)NC(=S)Nc1ccc2ccccc2c1
  23.1, 17.7
> Cc1ccc(C(=O)NC(C)C(c2cccs2)N2CCOCC2)cc1C (stereo not drawn)
  21.6, -23.6
> COc1ccc(NC(=O)Nc2cc(C)ccc2OC)cc1
  3.8, -2.7
> C=CCNC(=O)/C(=C\C=C\c1ccccc1)NC(=O)c1ccc(OCCCC)cc1
  7.2, -6.4
> Cc1ccc(-n2c(-c3ccccc3)n[nH]c2=S)cc1
  -9.0, 1.7
> CCC(=O)Nc1ccc2nc(C)n(Cc3ccccc3Cl)c(=O)c2c1
  21.7, -3.9
> CCCn1c(=O)c2ccccc2n2c(SCC(=O)c3ccc(CC)cc3)nnc12
  -16.2, -3.3
> Cc1ccc(NC(=O)CSCCc2ccccn2)nc1
  -0.7, 18.7
> O=C(Nc1ccccc1)Nc1cnccn1
  5.9, 2.5
> Cc1ccc(S(=O)(=O)Nc2cccc(C(=O)NCC(c3ccc(F)cc3)N3CCOCC3)c2)cc1 (stereo not drawn)
  12.5, -5.9
> COc1ccc(Cl)cc1NC(=O)CNCC(c1ccccc1)N(C)C (stereo not drawn)
  1.4, 8.2
> N#CC1=C2SCN(c3ccccc3)CN2C(=O)CC1c1ccccc1Cl (stereo not drawn)
  0.5, -10.9
> Cn1cccc1C(=O)OCC(=O)NCCCc1ccccc1
  -11.3, -1.1
> COc1cc(CN2CCN(C(O)(c3ccccc3)c3ccccc3)CC2)cc(OC)c1OC
  19.5, 2.6
> CCCNC(=O)c1ccc2c(=O)c(O)c(-c3ccsc3)[nH]c2c1
  9.8, -3.3
> C=C(C)CC1Nc2ccccc2NC1CC(=C)C (stereo not drawn)
  -13.5, 1.4
> O=C(Nc1ccc([N+](=O)[O-])c(NC(=O)c2cccnc2)c1)c1cccnc1
  4.1, -5.0
> CCCCn1c(N)c(N(CC)C(=O)c2ccc(-c3ccc(Cl)cc3)o2)c(=O)[nH]c1=O
  0.6, 1.7
> O=C(O)/C=C/C(=O)Nc1ccc(-n2ccc(C(F)(F)F)n2)cc1
  -4.4, 2.6
> Cc1cc(C(=O)Cn2nc(C(=O)O)c3ccccc3c2=O)c(C)n1C1CC1
  -15.1, 0.7
> Cn1cccc1CNC(=S)Nc1ccccc1Cl
  4.6, -7.8
> COc1cccc(OCCn2cc(C=O)c3ccccc32)c1
  -17.5, 3.2
> Cc1ccccc1OCCC(=O)OCC(=O)NC1CCCCC1
  -10.9, -4.4
> CCCSc1ccccc1C(=O)N1CCN(C(=O)c2ccco2)CC1
  -11.2, -3.2
> CCn1c(CCC(=O)Nc2cc(F)ccc2C)nc2cc(S(=O)(=O)N(C)C)ccc21
  -4.2, -3.1
> N#Cc1cc2cc3c(cc2nc1NCCNC(=S)NCCCN1CCOCC1)OCO3
  5.6, 37.2
> O=C(COC(=O)c1ccc(S(=O)(=O)C(F)F)cc1)Nc1ccccc1C(=O)NC1CC1
  0.6, 3.4
> CCOC(=O)C(=CNc1cc(C)ccc1-n1cccc1)C(=O)OCC
  -6.0, -0.9
> O=C(Nc1ccc(N2CCOCC2)c(Cl)c1)c1ccc(-n2cnnc2)cc1
  8.1, 2.0
> Cc1ccc(S(=O)(=O)NCCc2nnc3ccc(SCc4cccnc4)nn23)cc1
  -14.5, -11.5
> OCC1OC(n2cnc3c(N4CCCCC4)ncnc32)C(O)C1O (stereo not drawn)
  -4.6, -0.7
> Nc1ccc2nc(CCCCCCc3nc4ccc(N)cc4[nH]3)[nH]c2c1
  12.7, 4.5
> CC(OC(=O)c1cc(S(=O)(=O)N2CCOCC2)ccc1F)C(=O)NC1CCCC1 (stereo not drawn)
  -4.5, -1.1
> CCOC(=O)N1CCN(CC(O)COc2ccccc2C(C)CC)CC1 (stereo not drawn)
  1.0, 8.1
> O=C(c1cccs1)N1CCN(c2nc3ccc([N+](=O)[O-])cc3s2)CC1
  -24.8, 1.1
> CCC(=O)N(C)C[C@H]1Oc2ncc(C#Cc3cccnc3)cc2C(=O)N([C@@H](C)CO)C[C@@H]1C
  -5.8, -2.8
> N#Cc1c2c(c(Nc3ccccc3)n3c1nc1ccccc13)CCC2
  16.7, -5.5
> O=C(CCCc1nc(-c2ccccc2Cl)no1)NCc1cccnc1
  -0.9, -11.8
> Cc1ccc2c(COC(=O)C3CC(=O)N(c4ccc5c(c4)OCCO5)C3)cc(=O)oc2c1 (stereo not drawn)
  -3.9, -1.7
> CC(=O)c1ccc(S(=O)(=O)N2CCCc3ccccc32)cc1
  -4.6, -1.9
> Nc1nnc(-c2ccc(Cl)c(Cl)c2)s1
  1.9, 4.9
> CC(=O)c1ccc(NC(=S)Nc2ccn(Cc3ccc(Br)cc3)n2)cc1
  -4.0, 4.3
> C=CCC1(C(=O)N(C)Cc2ccccc2)CCN(C(=O)OC(C)(C)C)CC1
  -19.9, 9.4
> CCN(CC)S(=O)(=O)c1ccc(N2CCOCC2)c(NC(=O)CN2C(=O)NC3(CCCC3)C2=O)c1
  -0.5, -4.6
> Brc1cnc(N2CCCCC2)nc1N1CCOCC1
  18.6, -17.5
> O=C(NC(=S)NCc1ccccc1)c1cccs1
  -14.7, 2.0
> CC(=O)c1c(C)[nH]c(C(=O)COC(=O)C2(C)CC2(Cl)Cl)c1C (stereo not drawn)
  -11.2, 8.8
> CCn1c([N+](=O)[O-])nc2c1c(=O)[nH]c(=O)n2C
  9.3, -4.5
> CCCC(=O)C1C(=O)CC(C)(C)C(c2cc(C)no2)C1=O (stereo not drawn)
  -16.7, 12.8
> CCc1nc2c(OCc3ccc(Cl)cc3Cl)cccn2c1N(C)C(=O)C(C)C
  25.6, -20.7

Brought forward from above: two compounds; new compounds follow.
Values in the order – H9c2 TAG inh, H9c2 TAG inh DAPI viability
> CCCC(=O)C1C(=O)CC(C)(C)C(c2cc(C)no2)C1=O (stereo not drawn)
  -16.7, 12.8
> CCc1nc2c(OCc3ccc(Cl)cc3Cl)cccn2c1N(C)C(=O)C(C)C
  25.6, -20.7
> Cc1c(C(=O)Nc2c(C)n(C)n(-c3ccccc3)c2=O)oc2c(Cl)cccc12
  3.7, -0.7
> CCc1ccc(/C=C2/SC(=S)N(CCCC(=O)Nc3cccc(C(=O)O)c3)C2=O)cc1
  7.7, -4.3
> Cn1c(=O)c2[nH]c(SCCN3CCCCC3)nc2n(C)c1=S
  -0.2, -4.7
> Cc1cccc(NC(=O)C(C)N2C(=O)c3ccccc3S2(=O)=O)n1 (stereo not drawn)
  -4.2, 8.8
> CCOC(=O)C1(CC)Oc2ccccc2C(c2ccc(OC)cc2)=C1C(=O)OC (stereo not drawn)
  -20.4, -3.6
> O=C(N/N=C1\CCc2ccccc21)c1ccccc1O
  -10.1, -0.9
> COc1ccc(C)cc1NC(=O)C(OC(=O)CNC(=O)c1cc(C)cc(C)c1)c1ccccc1 (stereo not drawn)
  1.1, -5.5
> COc1ccc(CC(=O)N2CCN(c3ccccn3)CC2)cc1
  -27.2, 9.9
> O=C(NCCc1ccc(F)cc1)C1CCCCC1
  20.0, -2.1
> COc1ccc(-c2nc(CNS(=O)(=O)c3ccc(OC)c(OC)c3)cs2)cc1
  -5.6, -7.4
> O=C(NC1CCCCC1)c1cccs1
  0.4, 14.2
> O=C(Nc1ccc(C(=O)N2CCCC2)cc1)C1CCC1
  -0.8, 6.9
> CCC/C(=N\NC(=O)Cc1csc(N2CCOCC2)n1)c1ccccc1
  9.8, -5.1
> COCCn1nnnc1C(c1cccs1)N1CCCC(C)C1 (stereo not drawn)
  -13.2, -0.5
> C=CCn1c(SCC(=O)NC2CC2)nc2ccccc2c1=O
  -15.1, 11.9
> CC(C)CN(CC(C)C)C(=O)CCCC(=O)N(CC(C)C)CC(C)C
  10.1, 4.8
> CCCCN(C=O)c1c(CC)nc2ccc(C(=O)N3CCN(S(=O)(=O)CC)CC3)cn12
  0.3, 0.0
> O=C(CN(Cc1ccco1)C(=O)c1ccc(N2CCCC2=O)cc1)Nc1ccccc1C(F)(F)F
  -10.3, -1.2
> CN(CC(=O)Nc1cccc(F)c1)C(=O)CC1CC2CCC1C2 (stereo not drawn)
  -33.4, 4.7
> Cc1noc(C)c1S(=O)(=O)N(C)C[C@H]1Oc2c(NC(=O)C3CCCCC3)cccc2C(=O)N([C@H](C)CO)C[C@@H]1C
  -9.8, -6.2
> COc1ccc(CNC(=O)CSc2nnc(-c3cccnc3)n2N)cc1
  -0.9, 7.5
> CC(=O)N1c2ccccc2C2(O)N=C(C)SC12 (stereo not drawn)
  2.1, -5.9
> COc1cccc(NC(=O)CN(C)C(=O)c2c(C)nn(-c3ccccc3)c2Cl)c1
  7.6, 5.8
> COCCNC(=O)Cn1cc(C(=O)c2cccs2)c2ccccc21
  -5.9, 0.4
> Cc1cc(C(=O)OCC(=O)N2CCOCC2)c2ccccc2n1
  -15.0, 5.9
> COC(=O)Cn1c(=NC(=O)CSC(C)=O)sc2ccccc21
  11.2, 0.3
> COc1ccc(C(CNC(=O)CCC(=O)c2ccc(C)s2)N2CCOCC2)cc1 (stereo not drawn)
  -12.5, 4.9
> O=C(CN1CCC(n2cnc3cc(F)ccc32)CC1)Nc1ccccc1Br
  5.7, -7.5
> COC(=O)COC(=O)c1ccc(O)cc1
  6.7, 7.5
> Nc1nc(N2CCN(Cc3ccccc3)CC2)n[nH]1
  -10.0, 1.3

Record cards (already shown):
Listed for CCc1nc2c(OCc3ccc(Cl)cc3Cl)cccn2c1N(C)C(=O)C(C)C = H9c2 TAG inh: 25.6; H9c2 TAG inh DAPI viability: -20.7
Listed for O=C(NC1CCCCC1)c1cccs1 = H9c2 TAG inh: 0.4; H9c2 TAG inh DAPI viability: 14.2

Further records follow:
Values in the order – H9c2 TAG inh, H9c2 TAG inh DAPI viability
> COc1cc(OC)nc(Nc2nc(C(N)Cc3ccccc3)cs2)n1 (stereo not drawn)
  34.3, -6.4
> CC(C)CNS(=O)(=O)c1ccc(CCC(=O)NC2CCCCC2)cc1
  10.4, -10.7
> O=C(CN1CCCC1)Nc1ccc(Br)cc1
  -16.7, 10.5
> Cc1ccc(NC(=O)Cc2nc(CN(C)CC(=O)Nc3ccc(C)cc3)cs2)cc1
  3.1, -8.4
> COC(=O)[C@@H]1C[C@H]2CC[C@H](O)C[C@H]2N1Cc1ccc(N2CCN(C)CC2)cc1
  -1.1, -5.0
> CCCCCCCCCCCCN1[C@@H](CC(=O)OC)c2cc(C(F)(F)F)ccc2S1(=O)=O
  -18.2, -6.0
> CCOc1ccccc1Nc1nc(N)nc(CN2CCCCC2C)n1 (stereo not drawn)
  -9.7, 1.5
> COc1cc(CNC(=O)c2cc(-c3ccc(F)cc3C)n[nH]2)cc(OC)c1
  -2.4, -6.5
> COCCN(C(=O)C(C)N1C(=O)c2ccccc2C1=O)c1c(N)n(CC(C)C)c(=O)[nH]c1=O (stereo not drawn)
  -5.4, 2.2
> CN(C)C(=O)c1ccccc1-c1ccccc1
  -25.0, 0.4
> COc1ccc(NC(=S)NCCN2CCOCC2)cc1
  -6.1, 4.7
> Cc1ccc(CCCOC(=O)C[N+]2(C)CCCCC2)cc1
  -6.2, 7.9
> O=c1sc(Nc2ccccc2)nc2ccccc12
  3.8, 0.3
> Cc1ccc(N2NC(=O)/C(=C/C=C/c3ccco3)C2=O)cc1C
  0.2, -1.1
> CC1CC(C)(C)NC(=S)N1CC(=O)NCc1ccc(F)cc1 (stereo not drawn)
  4.9, -3.3
> CCN(CC)CCCn1c2c(c(SCC(=O)Nc3ccc(F)c(F)c3)nc1=O)CCC2
  17.9, -0.1
> CC(=O)Nc1ccc(N(C)C)cc1[N+](=O)[O-]
  -10.2, 2.8
> O=P(c1ccccc1)(c1ccccc1)c1nc(-c2ccccc2)oc1NCc1ccccc1
  -6.9, -0.6
> Cn1c(=O)c(C(=O)CCl)c(N)n(Cc2ccccc2)c1=O
  -17.9, -2.1
> COc1ccc(CCNC(=O)c2cc(COc3c(C)cccc3C)on2)c(OC)c1
  13.5, -3.4
> CCOc1ncccc1C(=O)NNC(=O)c1ccccc1-n1cccc1
  1.3, 0.1
> CC(=O)C[C@H]1c2ccccc2S(=O)(=O)N1C1CCCC1
  15.7, -0.7
> Cc1ccc(CNC(=O)CC(C)S(=O)(=O)c2cc3c(cc2C)NC(=O)CO3)cc1 (stereo not drawn)
  3.6, -12.2
> O=C(O)CCS(=O)(=O)c1ccccc1Cl
  9.3, 1.5
> Cc1cc(C)c(NC(=O)COC(=O)C2CCC2)c(Cl)c1
  2.6, 5.9
> Cc1cc(C)n(Cc2ccc(C(=O)NN)o2)n1
  5.7, -0.4
